G6PDH counter: counter-screen for G6PDH assay hits: L. mesenteroides G6PDH inhibition. Purified L. mesenteroides G6PDH, diaphorase/resazurin coupled fluorescence, 45 min. inhibition, % at 5 µM. 200,000 tested, 0.12% active. AID 1020; in the data active means inhibition above about 50%
STAT1 act: STAT1 signaling activation; NIH 3T3 STAT1-luciferase reporter, IFN-gamma, luminescence; 100% = IFN-gamma alone, no compound; activation (% of control), % at 5.5 µM; 200,000 tested, 2.6% active; AID 932;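 active means activation above the screen-wide mean activation plus 3 SD, cut at about 130% in these data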;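 further: raw ratio to IFN-gamma control signal so 100% means no change and 0% no light; values of inactives mirror those of a sister screen read the other way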
APP 5'UTR act: activates APP 5'UTR luciferase reporter | activation, % at 2 µM | SH-SY5Y APP 5'UTR luciferase reporter, luminescence; zero percent = DMSO vehicle wells | 190,000 tested, 1% active;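 active means activation above a set limit, based on mean plus 3 SD of controls, cut at about 140% in these data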; further: values of inactives mirror those of a sister screen read the other way
Efa HMGR inh: E. faecalis class II HMG-CoA reductase inhibition; purified E. faecalis HMGR, NADPH absorbance 340 nm kinetic; inhibition, % at 10 µM; 190,000 tested, 0.41% active;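 active means inhibition above a set limit, the median over all tested compounds plus 3 SD, cut at about 9.5% in these data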;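 further: enzyme runs in reverse so mevalonate oxidation gives rising NADPH absorbance; 0% = complete reaction with DMSO and 100% = background rate lacking mevalonate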
Redox H2O2 prof: compounds producing H2O2 with reducing agent – biochemical, NIH compound library profiling, artefact control for MLSCN library redox annotation, primary screen. DTT-dependent redox cycling H2O2, phenol red/HRP absorbance; 100% = 100 µM peroxide control, 0% = buffer. activation, % at 10 µM. 200,000 tested, 0.03% active;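 active means activation of at least 50% relative to the plate's high and low controls in the primary single-dose screen; inactive means activation below 50%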;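 further: compound incubated with DTT at 0.8 mM final as the reducing agent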
FLuc stim CS: firefly luciferase counter-screen for stimulation assays; AID 1027; activation factor at 10 µM; ATPlite luciferase biochemical, luminescence, 10 min; 0 = ATP-free wells, 1 = DMSO control; 200,000 tested, under 10 active;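 active means luciferase activation factor, scaled between plate controls, of at least 2 with compound at 10 µM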
Target sequence (P08659 whole entry, looked up): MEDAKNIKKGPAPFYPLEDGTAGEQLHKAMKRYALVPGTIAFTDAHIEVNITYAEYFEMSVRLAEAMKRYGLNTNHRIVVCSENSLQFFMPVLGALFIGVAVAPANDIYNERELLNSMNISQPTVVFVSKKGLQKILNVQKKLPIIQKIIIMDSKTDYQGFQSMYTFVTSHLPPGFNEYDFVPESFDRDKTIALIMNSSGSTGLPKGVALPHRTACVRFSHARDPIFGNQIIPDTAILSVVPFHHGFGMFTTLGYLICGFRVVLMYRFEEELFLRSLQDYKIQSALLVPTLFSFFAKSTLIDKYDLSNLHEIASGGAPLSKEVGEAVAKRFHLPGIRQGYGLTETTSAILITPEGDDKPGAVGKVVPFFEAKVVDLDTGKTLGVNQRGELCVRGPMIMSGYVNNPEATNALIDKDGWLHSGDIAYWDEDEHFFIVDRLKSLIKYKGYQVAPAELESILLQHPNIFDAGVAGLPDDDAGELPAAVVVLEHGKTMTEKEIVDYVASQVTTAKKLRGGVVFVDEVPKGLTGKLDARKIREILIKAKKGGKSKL
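test system = cell-free luciferase reagent | medium = PBS as buffer for the ATP substrate | dosing = test compounds dosed from 2 mM stocks in 100% DMSO | incubation = 10 min at ambient temperature | detection = luminescence measurement of luciferase light output | benchmarks = low control with PBS replacing ATP, high control enzyme plus ATP without compound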
APP transl inh: APP translation inhibition; SH-SY5Y APP 5'UTR-luciferase reporter, luminescence; AID 1285; inhibition, % at 2 µM; 190,000 tested, 0.82% active;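 active means inhibition above a set limit, derived from the sample mean plus 3 SD, cut at about 45% in these data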; further: values of inactives mirror those of a sister screen read the other way
Hsp70 activator: Hsp70 transcriptional activation, primary screen; HeLa Hsp70 promoter luciferase reporter, luminescence; scaled: vehicle 0, proteasome-inhibitor control 100%; activation, % at 10 µM; 200,000 tested, 0.04% active;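 active means activation above the mean across all tested compounds plus 3 SD, cutoff set per campaign, cut at about 5.5% in these data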;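 further: 100% = MG132 at 30 µM as the positive control and 0% = DMSO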
FLuc inh counter: counter-screen for luciferase assay inhibitors: firefly luciferase inhibition; ATPLite firefly luciferase biochemical luminescence, 10 min; inhibition, % at 10 µM; 200,000 tested, 1.5% active; AID 1006;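 active means inhibition above about 50% when tested at 10 µM, limit read from the data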
NF-kB neuron act: raises NF-kB expression in human neuronal cells. NF-kB reporter expression; stronger effect = higher value. fold change at 12.5 µM. 190,000 tested, 1.6% active. AID 1239; in the data active means fold change above about 3.3
* marks the source's active call; other numbers are inactive results; . = no result given.

SMILES	G6PDH counter	STAT1 act	APP 5'UTR act	Efa HMGR inh	Redox H2O2 prof	FLuc stim CS	APP transl inh	Hsp70 activator	FLuc inh counter	NF-kB neuron act
CCOC(=O)c1c(C)[nH]c(C)c1C(=O)CSc1nc2ccccc2[nH]1	-7.0	96.3	14.5	-7.1	0.3	1.1	-14.5	-0.4	-5.8	0.94
Cc1ccc(C(=O)CCCn2nnc(-c3cccnc3)n2)cc1C	-21.6	100.2	-7.0	-7.9	2.7	1.1	7.0	-0.1	-6.8	0.87
COCCn1c(N)c(N(Cc2ccccc2)C(=O)C2CCCC2)c(=O)[nH]c1=O	2.1	96.8	1.8	-2.1	-0.3	1	-1.8	-0.2	-1.8	1.16
S=C(Nc1ccc(Cl)cc1Cl)N1CCOCC1	-10.3	96.8	-25.4	3.4	-0.6	1.1	25.4	0.1	-6.7	1.31
Cc1cc(CSc2nc(C)cc(=O)[nH]2)c2ncccc2c1	3.8	107.0	5.0	-5.0	0.3	1	-5.0	-0.3	-2.3	1.18
Cc1nn(CCc2n[nH]c(=S)n2-c2ccc(F)c(Cl)c2)c(C)c1[N+](=O)[O-]	1.7	96.1	17.7	-11.7	0.6	1.1	-17.7	-0.2	-8.1	1.16
Cn1c(=O)oc2cc(S(=O)(=O)NCCCN3CCCC3=O)ccc21	10.4	97.3	-7.1	2.9	-0.6	1	7.1	-0.1	3.9	0.94
COC(=O)CN1C(=O)C2(C(C#N)=C(N)Oc3c2c(C)nn3-c2ccccc2)c2ccccc21 (configuration not stated)	19.5	90.7	4.6	-1.6	-0.3	1	-4.6	-0.2	-4.6	1.01
CC1CCCCN1C(=O)c1cc(-c2ccc(Cl)c(Cl)c2)on1 (configuration not stated)	4.1	132.7*	68.5	-0.8	3.0	1	-68.5	0.1	-1.2	2.12
CN(CC(=O)NCc1ccccc1)S(=O)(=O)c1cnc[nH]1	-2.6	100.8	18.4	-1.2	0.2	1	-18.4	-0.5	-3.0	1.15
CCC(NS(=O)(=O)c1ccc(OC)cc1)C(=O)O (configuration not stated)	0.0	94.0	-2.7	0.3	2.1	1	2.7	0.3	-2.2	1.08
Cc1cc2c(c(=O)o1)C(C1C=CCCC1)C(C#N)=C(N)O2 (configuration not stated)	15.0	98.0	-8.5	-4.8	0.1	1	8.5	-0.5	1.3	1.13
Cc1nc2ccccn2c1C(=O)N/N=C/c1ccc([N+](=O)[O-])o1	-0.5	101.9	-0.2	2.3	-0.3	1	0.2	-0.3	-2.4	0.84
CCCCC(=O)Nc1ccc(NC(=O)C2CC2)cn1	4.3	109.9	8.3	-5.6	0.8	1	-8.3	-0.5	1.1	1.48
CCOC(=O)c1sc2nc(SC)nc(-c3ccc(Cl)cc3)c2c1N	1.1	99.2	-5.6	-1.3	0.1	1	5.6	-0.1	-4.5	1.06
Cc1nc2sc(C(c3ccco3)N3CCc4ccccc4C3)c(O)n2n1 (configuration not stated)	.	95.7	-9.4	.	0.1	.	9.4	-0.5	.	.
COc1ccc(CNC(=O)COC(=O)CCCOc2ccc(Cl)cc2Cl)cc1OC	13.6	88.5	-9.8	-3.5	-0.1	1	9.8	-0.7	-3.4	0.96
COc1ccc(CCNS(=O)(=O)c2ccc(F)cc2)cc1OC	10.1	95.4	2.5	-3.0	-0.3	1	-2.5	0.4	-2.1	0.99
COc1ccc(OC(C)C(=O)NCCc2nc3ccccc3[nH]2)cc1 (configuration not stated)	-5.4	101.7	10.4	2.2	0.6	1	-10.4	-0.5	-4.2	0.94
O=C(c1cccn2c(=O)c3ccc(Cl)cc3nc12)N1CCN(Cc2ccc3c(c2)OCO3)CC1	7.8	97.3	-3.3	0.9	-0.9	1.1	3.3	0.6	-8.8	0.67
COC(=O)Cn1c2c(c3cc(C)ccc31)CCCC2	9.9	.	.	-3.5	.	1.1	.	.	-5.5	1.24
COc1cc2cc(C)c(SCC(=O)N3CCOCC3)nc2cc1OC	2.0	101.0	-11.3	-0.6	0.3	1	11.3	0.6	-4.1	0.82
CCn1c(SCC(=O)Nc2oc(-c3ccccc3)c(-c3ccccc3)c2C#N)nnc1-c1ccncc1	-7.3	103.0	-12.3	-1.8	-0.1	1	12.3	0.0	-4.7	1.03
CNc1ccc(Cl)nn1	1.9	106.8	-11.0	-3.3	-1.0	1.1	11.0	0.2	-5.5	.
O=S(=O)(c1ccc(Br)cc1)N1CCN(c2ccc3nnc(-c4ccccc4)n3n2)CC1	3.1	100.5	5.1	4.0	-2.9	1.1	-5.1	-0.3	-6.0	0.67

Rewritten as labelled records: part of the list above
> O=C(c1cccn2c(=O)c3ccc(Cl)cc3nc12)N1CCN(Cc2ccc3c(c2)OCO3)CC1
  G6PDH counter: 7.8
  STAT1 act: 97.3
  APP 5'UTR act: -3.3
  Efa HMGR inh: 0.9
  Redox H2O2 prof: -0.9
  FLuc stim CS: 1.1
  APP transl inh: 3.3
  Hsp70 activator: 0.6
  FLuc inh counter: -8.8
  NF-kB neuron act: 0.67

> COc1cc2cc(C)c(SCC(=O)N3CCOCC3)nc2cc1OC
  G6PDH counter: 2.0
  STAT1 act: 101.0
  APP 5'UTR act: -11.3
  Efa HMGR inh: -0.6
  Redox H2O2 prof: 0.3
  FLuc stim CS: 1
  APP transl inh: 11.3
  Hsp70 activator: 0.6
  FLuc inh counter: -4.1
  NF-kB neuron act: 0.82

New compounds follow
SMILES	G6PDH counter	STAT1 act	APP 5'UTR act	Efa HMGR inh	Redox H2O2 prof	FLuc stim CS	APP transl inh	Hsp70 activator	FLuc inh counter	NF-kB neuron act
C=CCn1c(SCc2nnc(-c3ccccc3)o2)nnc1C(O)c1ccccc1 (configuration not stated)	0.9	100.3	-4.0	-2.1	-0.5	1	4.0	-0.3	-4.8	1.24
COc1ccc(C(=O)NNC(=O)C2CCN(S(=O)(=O)c3ccc(C)cc3)CC2)cc1	6.7	90.2	0.9	0.0	-0.9	1.1	-0.9	-0.1	-10.8	.
OC(COc1ccc(Cl)cc1)CN1CCCCC1 (configuration not stated)	1.5	98.8	0.8	-16.7	-0.1	1	-0.8	0.3	4.1	1.16
O=C(NCCN=C1NS(=O)(=O)c2ccccc21)c1ccncc1	1.3	102.6	.	-10.7	-0.1	1	.	-0.3	-4.3	0.97
O=C(NC1CCCC1)c1ccc(Br)o1	0.3	103.3	-15.6	-10.5	0.2	1	15.6	0.0	-1.8	1.26
Cc1ccc(NC(=O)c2ccc(CSc3nnc(C)s3)cc2)c(C)c1	11.4	109.5	42.8	-3.4	-8.6	0.8	-42.8	0.1	20.4	1.54
CC(=O)c1cccc(NC(=O)c2cc(-c3ccc(C)cc3)on2)c1	-15.3	102.8	6.3	-0.2	0.7	0.9	-6.3	0.1	10.5	1.49
Cc1cnc(NC(=O)c2cc3c(s2)CCCC3)s1	1.8	61.9	172.9*	-1.4	0.2	0.1	-172.9	-0.5	93.0*	4.13*
COc1ccc(C)cc1NC(=O)Nc1ccccc1SC	13.6	101.0	-12.3	0.0	0.4	1	12.3	0.0	-0.3	0.87
CC(C)(C)c1ccc(Cn2c(=N)n(CC(O)c3ccco3)c3ccccc32)cc1 (configuration not stated)	7.0	83.6	-8.7	-4.5	-0.1	1.1	8.7	-0.3	-5.2	2.14
CC1CCN(CCCOc2ccc(Br)cc2Cl)CC1	-1.4	109.6	-0.1	-5.8	0.0	1.1	0.1	-0.1	-6.3	1.39
O=C(CSCc1ccc(Cl)cc1)Nc1ccc(-c2nnc(-c3ccccc3)o2)cc1	-4.2	99.3	25.8	-10.8	0.3	1	-25.8	-0.4	-0.7	0.95
CCOc1ccc(/C=N/NC(=O)COc2ccccc2-c2ccccc2)cc1	10.0	101.7	-13.3	-3.2	-0.8	1.1	13.3	-0.4	-11.5	1.18
O=C(NCCCN1CCOCC1)c1ccc2c(=O)n(CCc3ccccc3)c(=O)[nH]c2c1	0.3	100.2	1.6	2.2	0.1	1	-1.6	-0.2	-3.1	0.57
Cc1ccc(-n2c(N)c(C(N)=O)sc2=S)c(C)c1	4.1	94.2	-6.1	0.4	-1.0	1	6.1	0.1	-4.9	0.87
O=C(N1CCN(c2ccccc2)CC1)C1(c2cccs2)CCOCC1	-4.9	98.0	6.2	-4.8	-0.1	1	-6.2	-0.4	-3.3	1.03
CCOC(=O)c1cc2occc2n1CC(=O)N1CCCc2ccccc21	14.3	100.4	-6.5	1.5	1.6	1	6.5	-0.2	-3.0	0.92
CCOc1ccc(NC(=O)CC2SC(=O)N(c3ccccc3)C2=O)cc1 (configuration not stated)	-0.2	102.0	-12.8	-2.7	-1.2	1	12.8	-0.2	4.0	1.51
O=C(N/N=C/c1ccc(OC(F)F)cc1)c1ccc(Br)cc1	-5.1	105.0	9.8	-1.8	-0.8	0.9	-9.8	0.0	6.7	1.03
CC(C)CCNC(=O)CCCOc1cc(=O)n(C)c2ccccc12	1.4	103.0	9.3	1.7	2.0	1	-9.3	0.0	-2.5	1.88
Cc1noc(NS(=O)(=O)c2ccc(NC(=O)Nc3ccc(Cl)c(Cl)c3)cc2)c1C	-2.3	90.7	-10.3	-0.6	0.3	1	10.3	-0.3	0.7	1.25
O=C(OC1CCOC1=O)c1cc(-c2ccc(Br)cc2)nc2ccccc12 (configuration not stated)	-51.7	102.6	-0.9	0.9	2.7	1	0.9	-0.1	1.2	1.05
Cn1cc(CN2CCCC(C(=O)c3cc(F)ccc3F)C2)c2ccccc21 (configuration not stated)	7.7	91.6	3.1	-0.5	-0.8	1	-3.1	-0.3	-2.7	0.86
CCc1ccc2c(c1)c1nc(C)sc1n2CC(=O)OC	0.1	95.5	-7.6	2.8	0.1	0.9	7.6	-0.1	13.5	0.99
Cn1cc(CN2CCc3sccc3C2)c(-c2ccccc2F)n1	23.2	94.5	6.5	-4.7	-1.7	1	-6.5	-0.3	-2.3	1.08

Other records follow:
SMILES	G6PDH counter	STAT1 act	APP 5'UTR act	Efa HMGR inh	Redox H2O2 prof	FLuc stim CS	APP transl inh	Hsp70 activator	FLuc inh counter	NF-kB neuron act
CC(=O)N1C(C)(C)CC(=NOC(=O)c2ccccc2)CC1(C)C	2.7	100.3	8.4	-5.4	-0.8	1	-8.4	-0.2	-3.0	1.23
Cc1ccc(Nc2nc(Cl)nc(N(C)C#N)n2)cc1	7.0	77.1	10.3	-6.2	1.3	1.1	-10.3	-0.6	-6.2	0.95
CC(=O)c1cc(F)c(N2CCN(C(=O)c3ccco3)CC2)cc1C	-8.4	105.2	-0.8	-0.2	0.2	1	0.8	-0.1	4.2	1.04
COc1ccc(-n2c(=S)[nH]c3ccccc32)cc1	-0.8	99.2	14.4	-5.7	0.3	1	-14.4	0.3	1.5	1.11
CCOc1ccccc1NC(=O)CC1SC(=N)N(c2ccccc2)C1=O (configuration not stated)	-6.0	105.2	-16.5	4.5	0.1	1.1	16.5	-0.2	-5.2	1.07
O=C(/C=C/c1ccccc1[N+](=O)[O-])N1CCN(c2ccccc2F)CC1	6.8	99.3	-6.4	0.6	0.4	1	6.4	-0.2	-0.5	1.49
Cc1ccc(C(=O)OCC(=O)Nc2sccc2C(N)=O)cc1NC(=O)c1ccco1	4.1	91.3	-9.5	0.6	-1.2	1.1	9.5	-0.1	-6.8	0.88
C=CCOc1cccc(C2C(C(=O)c3ccco3)=C(O)C(=O)N2CCN(CC)CC)c1 (configuration not stated)	2.7	101.1	8.1	6.1	-2.6	1	-8.1	-0.1	-3.5	1.11
CC(=O)c1c(C)n(CC(=O)NCc2ccc3c(c2)OCO3)c2ccccc12	-6.3	74.0	4.7	1.1	0.0	1.1	-4.7	-0.6	-9.2	1
